Assay outcomes as filed in PubChem.
GPR151 ag: human GPR151 activation; PathHunter beta-arrestin GPR151 cells, luminescence; AID 1508602; activation, % at 11.2 µM; 650,000 compounds, 1% hits; in the data active means activation above about 4.9%;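 further: 0% = median of compound wells and 100% = cells with positive control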
FBW7 activator: human FBW7 E3 ligase activation, primary screen | Q969H0 | AlphaScreen FBW7–phospho-cyclin E peptide binding, activator screen | normalized activity (activation), % at 26.1 µM | 650,000 compounds, 0.13% hits; in the data active means normalized activity above about 1.9%;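 further: purified mutant Fbw7 with reduced substrate affinity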
Target sequence (Q969H0 whole entry, looked up): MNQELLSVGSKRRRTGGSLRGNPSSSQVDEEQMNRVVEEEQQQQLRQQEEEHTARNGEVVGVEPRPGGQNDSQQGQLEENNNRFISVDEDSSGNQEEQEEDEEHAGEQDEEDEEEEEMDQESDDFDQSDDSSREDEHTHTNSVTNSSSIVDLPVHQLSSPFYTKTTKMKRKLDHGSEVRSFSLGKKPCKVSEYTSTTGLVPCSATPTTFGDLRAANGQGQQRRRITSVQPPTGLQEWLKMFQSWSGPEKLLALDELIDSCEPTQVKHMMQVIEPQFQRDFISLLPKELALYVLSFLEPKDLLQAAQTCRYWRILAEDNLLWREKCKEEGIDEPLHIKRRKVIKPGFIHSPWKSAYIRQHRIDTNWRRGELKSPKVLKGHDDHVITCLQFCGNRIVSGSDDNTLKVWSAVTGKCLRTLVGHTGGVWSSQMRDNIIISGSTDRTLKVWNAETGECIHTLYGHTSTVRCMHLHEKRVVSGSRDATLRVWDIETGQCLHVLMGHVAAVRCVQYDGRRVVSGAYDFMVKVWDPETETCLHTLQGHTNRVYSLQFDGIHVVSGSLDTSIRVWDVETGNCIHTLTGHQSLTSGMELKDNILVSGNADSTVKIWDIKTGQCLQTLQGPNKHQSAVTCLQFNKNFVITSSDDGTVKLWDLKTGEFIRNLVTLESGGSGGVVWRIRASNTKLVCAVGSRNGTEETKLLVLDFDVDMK
MITF inh: human MITF inhibition, primary screen. inhibition, % at 2.6 µM. AlphaScreen MITF homodimerization, bead proximity signal. 650,000 compounds, 0.91% hits. O75030; in the data active means inhibition above about 50%;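 further: 0% = vehicle wells with protein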
TEAD-YAP inh: TEAD-YAP interaction inhibition | inhibition, % at 9.12 µM | AID 1259422 | 640,000 compounds, 1.4% hits | HEK-TIYL cells, TEAD-Gal4/YAP UAS-luciferase luminescence; in the data active means inhibition above about 32%;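 further: 0% = median of test compound wells and 100% = reference inhibitor wells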
* marks the source's active call; other numbers are inactive results; / = no result given.

molecule | GPR151 ag | FBW7 activator | MITF inh | TEAD-YAP inh
CC(=O)NC1(c2ccc(F)cc2)CCN(C(=O)c2c(F)cccc2F)CC1 | 1.9 | -0.1 | 4 | -18
C#CCn1cnc2c(cnn2-c2ccc(F)cc2)c1=O | -0.6 | -0.1 | -8 | -2
Fc1ccccc1NC(=S)N1CCCCC1 | -1.1 | 0.1 | -12 | 1
COc1ccc(-c2cc(C(=O)NCC3CCCO3)c3ccccc3n2)cc1 (stereo not given) | -0.9 | -0.2 | 2 | -6
C=CCN(CC=C)C(=O)c1ccc([N+](=O)[O-])cc1[N+](=O)[O-] | -0.7 | -0.1 | -4 | 9
Cc1ccc([N+](=O)[O-])c(OCCOCCN2CCN(Cc3ccccc3)CC2)c1 | -0.2 | -0.2 | 70* | -5
COc1ccc(NC(=O)c2c(C)c(-c3ccc(C)cc3)nc3ccccc23)cc1 | 0.2 | 0.1 | 4 | 6
O=C(Cc1ccccc1)N/N=C/C(Br)=C/c1ccccc1 | 1.0 | -0.1 | 6 | -25
CCOC(=O)C1(Cc2ccc(OC)cc2)CCN(C(=O)C2CC23CCC3)CC1 (stereo not given) | 0.9 | 0.1 | -12 | 0
Cc1cc(=O)oc2c(C)c(OCC(=O)N(C)C)ccc12 | 18* | 0.8 | 3 | -7
COc1ccc(CCNC(=O)C(=O)N/N=C/c2ccc(Br)cc2)cc1OC | -1.2 | 0.7 | 19 | 3
Cc1ccc(/C=N\NC(=O)CCc2n[nH]c(=O)[nH]c2=O)o1 | 1.3 | -0.1 | 3 | 8
C=CCc1cc(C=C2C(=O)N(C)C(=S)N(C)C2=O)cc(OCC)c1O | 0.4 | -0.3 | 20 | 10
Cc1cc(C)nc(N2CCC(S(=O)(=O)c3ccc(-c4ccsc4)cc3)CC2)n1 | 2.3 | 0.1 | 8 | -4
CCCCCCCCCCCCCCCCCCCC(=O)NCCO | 1.9 | / | 4 | /
O=C(Nc1cccc(-c2ccc3nnc(-c4cccnc4)n3n2)c1)c1ccccc1Cl | -0.8 | 0.3 | 21 | 8
CCCCOC(=O)C(NC(=O)c1ccccc1)=C(C)C | 1.8 | -0.2 | -12 | -11
COc1ccccc1NS(=O)(=O)c1ccc(N)c(C(=O)O)c1 | -0.5 | -0.1 | 2 | 8
Cc1ccc2nc(-c3ccc(S(=O)(=O)N4CCOCC4)cc3)cn2c1 | -1.6 | 0.1 | 18 | -37
O=C(Nc1ccncc1NC(=O)c1cccc([N+](=O)[O-])c1)c1cccc([N+](=O)[O-])c1 | -0.9 | 0.1 | 40 | 1
CC(NNC(=O)c1ccc([N+](=O)[O-])cc1)C(=O)NNC(=O)c1ccc([N+](=O)[O-])cc1 (stereo not given) | -0.9 | 0.2 | 11 | 5
COc1cc(Nc2ccc(N3CCC(C(=O)Nc4ccc(N5CCOCC5)cc4)CC3)nn2)cc(OC)c1OC | -1.0 | 0.1 | 18 | -6
O=C(CN1C=NS(=O)(=O)c2ccccc21)Nc1ccccc1F | -0.4 | -0.1 | -7 | 4
O=[N+]([O-])c1c(Nc2ccc(-c3ccccc3)cc2)cc(N2CCOCC2)c2nonc12 | 0.7 | -0.2 | -6 | -4
Cc1cccc(C(=O)NC(=S)Nc2ccc(Cl)cn2)c1 | 0.9 | -0.1 | 12 | -38
Cc1c(CNCCc2cccs2)c(C(=O)O)c(C)n1Cc1c(F)cccc1Cl | -0.4 | -0.1 | 4 | 7
O=C(c1cnn2ccccc12)N1CCN(c2ccc(F)cc2)CC1 | -0.2 | -0.2 | 7 | -22
CCN(CC)C(=O)c1ccc(C)c(F)c1F | -0.4 | 0.2 | 4 | 13
CCC(O)C1CCN(C(=O)c2cc(COc3ccc4ncccc4c3)on2)CC1 (stereo not given) | 0.6 | 0.1 | -2 | 50*
COCCOC(=O)C1=C(C)Nc2nc(C(F)(F)F)nn2C1c1c(F)cccc1F (stereo not given) | 2.0 | -0.1 | -5 | 2
Cc1nn(C)c(C)c1-c1nc(NCCO)c2ncn(-c3ccccc3)c2n1 | 5.2* | 0.0 | 3 | 29
C[C@H]1NC(=O)[C@@H]2C[C@H](NC(=O)c3cnn(-c4ccccc4)c3C(F)(F)F)CN2C1=O | -0.8 | 0.5 | 15 | 4
FC(F)(F)c1ccc(Cn2cnc3c(Nc4ccc5c(c4)OCO5)nc(N4CCN(c5ccccn5)CC4)nc32)cc1 | -1.3 | -0.2 | 2 | 10
COc1ccc(-n2nc3c(c2NC(=O)C2CCCCC2)CSC3)cc1 | 3.5 | 0.1 | 4 | -2
O=C(C1CCC(Cn2c(=S)[nH]c3ccccc3c2=O)CC1)N1CCc2ccccc2C1 (stereo not given) | 1.8 | 0.1 | -2 | 2
C=CCc1cc(C)ccc1OCCOCCC(C(=O)OCC)C(=O)OCC | -0.6 | 0.1 | -8 | 0
Cc1c(C(=O)Oc2ccccc2)sc2ncn(Cc3cccc(F)c3)c(=O)c12 | 0.2 | 0.8 | -13 | 6
CC(=O)N1c2ccccc2NC2=C(C(=O)CC(c3ccc(Cl)c(Cl)c3)C2)C1c1ccc(C)cc1 (stereo not given) | 1.2 | 0.0 | 11 | 3
COCC1CCN(Cc2c(C(=O)N3CCCCC3)nc3c(C)cccn23)C1 (stereo not given) | 0.2 | 0.0 | 10 | 6
O=C(c1ccc2nc(-c3ccccc3)c(-c3ccccc3)nc2c1)N1CCN(c2ccccc2)CC1 | 0.5 | 0.1 | 3 | 2
N=c1sccn1CC(=O)Nc1ccc(S(N)(=O)=O)cc1 | -0.5 | -0.1 | 4 | 23
O=c1oc2ccc(Br)cc2cc1-c1ccc([N+](=O)[O-])cc1[N+](=O)[O-] | 0.7 | -0.2 | 7 | 17
COc1ccc(-c2ccc(OCCNS(=O)(=O)c3c(C)cc(C)cc3C)nn2)cc1 | 0.2 | 0.0 | 13 | 13
Cc1c(Cl)sn(-c2ccc(Cl)cc2)c1=O | 2.2 | -0.1 | -2 | 40*
CS(=O)(=O)N(CC(=O)Nc1ccc(F)c(Cl)c1)c1ccccc1F | 0.1 | 0.1 | 0 | 11

Other compounds
The line under a structure holds: GPR151 ag | FBW7 activator | MITF inh | TEAD-YAP inh
O=[N+]([O-])c1ccc(Cl)cc1NCCOc1ccc(Cl)cc1
→ 1.0 | -0.1 | 7 | 1
O=c1[nH]c2ccc(NS(=O)(=O)c3ccc4ccccc4c3)cc2[nH]1
→ 0.1 | 0.1 | 7 | 10
Cn1c(=O)n(CC(=O)NCc2ccc(F)cc2)c2cccnc21
→ 10* | 0.1 | 0 | -20
N=C1/C(=C\c2ccc3c(c2)OCO3)C(=O)N=C2SC(Cc3cccs3)=NN12
→ 0.6 | 0.2 | 10 | 3
COc1ccc2c(c1)/C(=N/OC(=O)c1ccc(OC)c([N+](=O)[O-])c1)CCC2
→ 0.4 | 0.0 | 5 | 6
CCOC(=O)COc1ccc2oc(C)c(C(=O)OCC)c2c1
→ -2.1 | -0.1 | 1 | 0
COCC(=O)NC1CC2CCC(C1)N2C(=S)Nc1ccccc1C(=O)OC (stereo not given)
→ 0.2 | 0.0 | 21 | -3
Cn1c(SCC(=O)N(Cc2ccccc2)C(C)(C)C)nnc1-c1ccncc1
→ 3.6 | 0.6 | -10 | 7
COc1ccc2c(c1OC)C(=O)OC2Nc1ccc(OC(F)(F)F)cc1 (stereo not given)
→ -0.3 | -0.1 | 2 | 5
Cc1ccc(NC(=O)CNCc2ccco2)cc1Br
→ -0.4 | 0.7 | 11 | -13
Clc1nc(NCCN2CCOCC2)c2ncn(-c3ccsc3)c2n1
→ 4.4 | -0.1 | -6 | 8
Cc1cc(I)ccc1NC(=O)c1ccc(-c2ccccc2)cc1
→ -0.9 | 0.1 | 15 | 0
Cc1ccccc1N1C(=O)c2ccc(C(=O)OCC(=O)c3cccc([N+](=O)[O-])c3)cc2C1=O
→ 0.4 | 0.2 | 10 | 3
CN(C)c1nc(-c2ccccn2)nnc1-c1ccccc1
→ 0.2 | -0.6 | 102* | -20
COC(=O)CSc1cc([N+](=O)[O-])ccc1NC(=O)OC
→ 0.6 | 0.1 | -2 | -11
Cc1ccccc1C1C(=O)N(C2CCCCC2)CC(=O)N1C1CCCCC1 (stereo not given)
→ -0.6 | -0.1 | 0 | -12
COc1ccc(C2Nc3nc4ccccc4cc3C(=O)N2c2ccccc2)cc1 (stereo not given)
→ -0.9 | -0.1 | -13 | 0
Cn1c(=O)c2c(nc(CN3CCOCC3)n2C/C=C/c2ccccc2)n(C)c1=O
→ 0.2 | 0.2 | 4 | 0
Clc1ccccc1N1CCN(c2ncnc3c2cnn3-c2ccccc2)CC1
→ -2.0 | -0.1 | -3 | -5
COc1ccc(CN2CCNC(=O)C2CC(=O)N(C)CCC2CCOCC2)cc1OC (stereo not given)
→ -2.3 | 0.1 | 14 | 4
COc1cccn2c(C(=O)NCc3cccc(OC(C)C)c3)c(C(F)(F)F)nc12
→ -0.1 | 0.2 | 6 | 5
COc1ccccc1Oc1nc([N+](=O)[O-])nn1C
→ 0.3 | 0.1 | 11 | 1
CC(=O)CC(=O)Nc1ccc(NC(C)=O)cc1
→ -0.4 | 0.1 | -3 | 2
OCCNc1nc(Nc2cnccn2)nc2c1ncn2-c1ccsc1
→ -1.7 | -0.1 | -9 | 25
Cc1sc2nc(C3CC3)n(C3CCN(C(=O)C(C)(C)C)CC3)c(=O)c2c1C
→ -0.9 | -0.3 | -3 | -8
CC1CN(CC2CC2)Cc2ccccc2O1 (stereo not given)
→ 0.5 | 0.1 | 3 | 0
Cc1ccc(-n2c(SCC(=O)NNC(=S)Nc3ccccc3)nnc2-c2ccc(Cl)cc2)cc1
→ 0.6 | -0.2 | -1 | -2
CCN(CC)C(=O)c1ccc(C(=O)N(CC)CC)cc1
→ 1.2 | 0.6 | -8 | -4
Cc1cc(C)c(-c2ccc3cccnc3n2)c(O)c1
→ 1.7 | -0.1 | -4 | -27
O=C1NC2(CCCCC2)N=C1c1ccc(Cl)c(Cl)c1
→ 0.4 | -0.1 | 7 | 5

An excerpt from above in order of length of the SMILES, low to high.
The line under a structure holds: GPR151 ag | FBW7 activator | MITF inh | TEAD-YAP inh
CC1CN(CC2CC2)Cc2ccccc2O1 (stereo not given)
→ 0.5 | 0.1 | 3 | 0
Cc1ccc(NC(=O)CNCc2ccco2)cc1Br
→ -0.4 | 0.7 | 11 | -13
Cc1cc(C)c(-c2ccc3cccnc3n2)c(O)c1
→ 1.7 | -0.1 | -4 | -27
CCN(CC)C(=O)c1ccc(C(=O)N(CC)CC)cc1
→ 1.2 | 0.6 | -8 | -4
O=C1NC2(CCCCC2)N=C1c1ccc(Cl)c(Cl)c1
→ 0.4 | -0.1 | 7 | 5
OCCNc1nc(Nc2cnccn2)nc2c1ncn2-c1ccsc1
→ -1.7 | -0.1 | -9 | 25
Cc1cc(I)ccc1NC(=O)c1ccc(-c2ccccc2)cc1
→ -0.9 | 0.1 | 15 | 0
COC(=O)CSc1cc([N+](=O)[O-])ccc1NC(=O)OC
→ 0.6 | 0.1 | -2 | -11
Clc1ccccc1N1CCN(c2ncnc3c2cnn3-c2ccccc2)CC1
→ -2.0 | -0.1 | -3 | -5
COc1ccc2c(c1OC)C(=O)OC2Nc1ccc(OC(F)(F)F)cc1 (stereo not given)
→ -0.3 | -0.1 | 2 | 5
COc1ccc(C2Nc3nc4ccccc4cc3C(=O)N2c2ccccc2)cc1 (stereo not given)
→ -0.9 | -0.1 | -13 | 0
Cn1c(SCC(=O)N(Cc2ccccc2)C(C)(C)C)nnc1-c1ccncc1
→ 3.6 | 0.6 | -10 | 7
COc1ccc(CN2CCNC(=O)C2CC(=O)N(C)CCC2CCOCC2)cc1OC (stereo not given)
→ -2.3 | 0.1 | 14 | 4
Cn1c(=O)c2c(nc(CN3CCOCC3)n2C/C=C/c2ccccc2)n(C)c1=O
→ 0.2 | 0.2 | 4 | 0
Cc1sc2nc(C3CC3)n(C3CCN(C(=O)C(C)(C)C)CC3)c(=O)c2c1C
→ -0.9 | -0.3 | -3 | -8
Cc1ccc(-n2c(SCC(=O)NNC(=S)Nc3ccccc3)nnc2-c2ccc(Cl)cc2)cc1
→ 0.6 | -0.2 | -1 | -2
Cc1ccccc1N1C(=O)c2ccc(C(=O)OCC(=O)c3cccc([N+](=O)[O-])c3)cc2C1=O
→ 0.4 | 0.2 | 10 | 3

(next part)
The line under a structure holds: GPR151 ag | FBW7 activator | MITF inh | TEAD-YAP inh
O=C(c1cc2nc(-c3cccs3)cc(C(F)(F)F)n2n1)N1CCCC1
→ -0.3 | 0.0 | -5 | 0
CCCCOC(=O)n1c(SCC(=O)N(C)C)nc2ccccc21
→ -1.9 | 0.0 | -2 | -4
O=C1CCC(C(=O)OCc2ccc(F)cc2)=NN1
→ 1.8 | -0.1 | 0 | 1
C=CCNc1ncnc2c1c(-c1ccccc1)cn2-c1cccc(C(F)(F)F)c1
→ 2.4 | -0.1 | -2 | -7
O=C1C(=O)N(CCCOc2ccc3ccccc3c2)c2ccccc21
→ 0.4 | -0.2 | 9 | -4
CC1(C)Oc2ccc(C(=O)NC3CCCC3)cc2N(CC(=O)Nc2ccccc2)C1=O
→ 3.2 | 0.0 | -23 | 9
